Screens from PubChem.
Yp Topo-I inh: blocks Yersinia pestis topoisomerase I activity; AID 504884; 0.064% of 360,000 active; activity, % at 10 µM; Y. pestis Topo-I cleavage product accumulation, plate reader; in the data active = activity above about 50%, passing the limit was not always enough; inconclusive = no clear call, values can overlap the other calls; note: inactives centre near 2
CCHFV vOTU inh: CCHFV vOTU protease inhibition; Pep-AMC fluorescence; inhibition, % at 11.5 µM; 0.55% of 370,000 active; AID 651958; in the data active = inhibition above about 30%; note: 0% = vehicle wells with enzyme and 100% = no enzyme wells
BoNT A protease: BoNT A light chain protease inhibition. multiplex microsphere protease substrate cleavage, flow cytometry. inhibition, % at 10 µM. 0.17% of 360,000 active; note: plate controls were buffer without enzyme for full effect and enzyme alone for no effect
Anthrax LF inh2: inhibitors of Bacillus anthracis lethal factor protease; P15917; multiplex microsphere protease cleavage assay, LF; inhibition, % at 10 µM; 0.12% of 360,000 active; note: plate controls were buffer without enzyme for full effect and enzyme alone for no effect
Target sequence (P15917 whole entry, looked up): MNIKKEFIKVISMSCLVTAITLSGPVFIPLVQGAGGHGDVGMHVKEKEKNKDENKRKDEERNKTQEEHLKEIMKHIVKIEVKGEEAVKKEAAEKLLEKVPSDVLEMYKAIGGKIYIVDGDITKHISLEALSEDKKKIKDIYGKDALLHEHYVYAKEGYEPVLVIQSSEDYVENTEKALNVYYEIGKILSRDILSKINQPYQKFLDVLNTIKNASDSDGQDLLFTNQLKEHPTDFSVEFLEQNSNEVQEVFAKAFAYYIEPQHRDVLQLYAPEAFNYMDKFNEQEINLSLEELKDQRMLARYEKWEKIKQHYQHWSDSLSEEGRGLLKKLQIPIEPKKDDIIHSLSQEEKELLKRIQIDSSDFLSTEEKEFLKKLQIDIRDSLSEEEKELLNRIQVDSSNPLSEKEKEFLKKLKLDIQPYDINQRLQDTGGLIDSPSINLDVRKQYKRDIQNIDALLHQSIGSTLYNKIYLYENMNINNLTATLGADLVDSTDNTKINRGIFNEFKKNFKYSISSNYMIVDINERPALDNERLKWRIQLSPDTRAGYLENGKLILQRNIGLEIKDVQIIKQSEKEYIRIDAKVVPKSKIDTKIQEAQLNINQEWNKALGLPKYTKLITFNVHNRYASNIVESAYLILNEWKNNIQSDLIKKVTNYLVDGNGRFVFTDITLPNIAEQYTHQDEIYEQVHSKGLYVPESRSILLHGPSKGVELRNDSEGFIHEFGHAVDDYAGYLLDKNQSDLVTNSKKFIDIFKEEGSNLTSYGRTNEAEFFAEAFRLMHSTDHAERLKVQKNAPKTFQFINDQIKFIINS
FadD28 binding: inhibitors of Mycobacterium tuberculosis FadD28 bisubstrate binding; FadD28 bisubstrate probe binding, fluorescence polarization; inhibition, % at 12.5 µM; 0.22% of 360,000 active; AID 588549; in the data active = inhibition above about 8.5%, passing the limit was not always enough; inconclusive = no clear call, values can overlap the other calls
PfHsp40 yeast: restores yeast growth despite PfHsp40 toxicity; 0.68% of 340,000 active; growth rescue, % at 12.5 µM; S. cerevisiae expressing PfHsp40, growth rescue, ATP luminescence; in the data active = growth rescue above about 28%, passing the limit was not always enough; inconclusive = no clear call, values can overlap the other calls;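 note: yeast W303a lacking pdr1 and pdr3 grown in galactose medium; growth measured after three days at 30 °C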
PrPC surface inh: inhibitors of human cell surface prion protein PrPC; P04156; TR-FRET read-out; inhibition, % at 13.8 µM; 0.43% of 370,000 active; AID 720596; in the data active = inhibition above about 24%; note: 0% = median of the test wells and 100% = reference compound wells
BoNT F protease: inhibitors of Botulinum neurotoxin F light chain protease; Multiplex microsphere protease cleavage assay, flow cytometry; inhibition, % at 10 µM; 0.22% of 360,000 active; AID 588497; in the data active = inhibition above about 35%, passing the limit was not always enough; inconclusive = no clear call, values can overlap the other calls; note: plate controls were buffer without enzyme for full effect and enzyme alone for no effect
TcdB inh: inhibitors of Clostridioides difficile toxin B glycohydrolase; 0.24% of 350,000 active; TcdB glycohydrolase enzymatic assay, plate reader; AID 652162; P18177; inhibition, % at 9.99 µM; in the data active = inhibition above about 10%
Starred values were filed as active, the others as inactive; ? = inconclusive; nt = no result given; & = joins results of further samples. Cut-off read from the data, not from the text of the source, unless noted: active = inhibition above about 30%; inconclusive = no clear call, values can overlap the other calls; inactive = below that.

SMILES	Yp Topo-I inh	CCHFV vOTU inh	BoNT A protease	Anthrax LF inh2	FadD28 binding	PfHsp40 yeast	PrPC surface inh	BoNT F protease	TcdB inh
COc1cc(NC(=O)c2cccnc2Sc2ccc(C)c(C)c2)cc(OC)c1OC	-5.8	9.1	-0.2	0.5	-1.4	-1.0	-3.1	-1.1	nt
COc1cccc(C(=O)C2CCCN(Cc3cccc(OCCO)c3)C2)c1 (stereo not given)	8.5	-9.1	nt	nt	0.7	-1.3	0.5	nt	0.0
CN=C1SC(CC(=O)Nc2ccc(F)cc2F)C(=O)N1/N=C(\C)c1cccc(OCC(=O)O)c1 (stereo not given)	-5.1	11.7	-1.1	-6.7	-3.4	-1.1	4.4	-7.1	2.2
CCN(c1ccc(OC)cc1)S(=O)(=O)c1csc(C(N)=O)c1	1.9	-9.1	-1.8	1.4	-3.8	1.3	3.1	-25.1	-1.7
COC(=O)c1ccc(COC(=O)CNC(=O)C2CCCCC2)cc1	7.0	6.6	0.7	-2.8	-2.3	-1.0	-1.3	4.8	0.1
C=CCNC(=O)c1ccccc1NC(=O)c1ccc(Cl)c(S(=O)(=O)Nc2cc(C)ccc2C)c1	4.0	-3.1	-0.3	1.5	-7.6	-0.5	0.0	-3.5	nt
COCc1ccc(CN2CCCC(C(=O)Nc3ccc(-c4cscn4)cc3)C2)o1 (stereo not given)	4.3	-4.1	-0.4	-2.2	-3.1	0.5	-2.8	-3.0	0.4
COc1ccc(/C=C/C(=O)O)cc1S(=O)(=O)N1CCC(Cc2ccccc2)CC1	-4.7	-19.4	0.8	4.3	-2.6	1.5	0.7	-5.5	1.0
Cc1cccc(C(=O)NC(=S)NNC(=O)COc2c(C)cccc2C)c1	-5.9	-12.8	-0.2	0.4	-1.6	3.3	-4.3	-3.5	nt
CCN1CCN(S(=O)(=O)c2ccc3c4c(cccc24)C(=O)N3CC)CC1	-4.0	-58.7	1.6	-2.5	0.8	-0.9	-49.4	11.0	2.0
CC1CCCC(NC(=O)CCN2C(=O)COc3ccccc32)C1C (stereo not given)	0.1	6.1	0.2	-1.1	0.4	nt	-5.8	-7.2	0.4
COc1ccc(Cc2nnc(N)s2)cc1OC	5.1	-6.1	0.7	3.0	-4.5	7.4	0.3	-3.1	nt
C=CCc1cccc(CNc2nc3ccccc3n2C(C)C)c1O	-25.3	-2.9	?	-3.6	-4.4	0.2	4.5	-2.6	nt
CCOC(=O)c1sc(NC(=O)CN2C(=O)NC3(CCCCCCC3)C2=O)c(C(=O)OCC)c1C	0.1	-0.6	-2.6	0.7	-1.3	-0.7	5.0	-5.1	-1.1
Cc1cc(NC(=O)C(=O)NCCN2CCN(C(=O)c3cccs3)CC2)ccc1Br	-7.3	0.9	0.5	3.3	1.6	1.6	-3.6	2.6	nt
O=S(=O)(c1ccc(Cl)cc1)N(Cc1ccccn1)Cc1ccccn1	-7.5	-17.6	4.4	3.6	-1.1	20.2	-3.4	12.0	0.0
COc1ccc(OCCCc2c(C)n[nH]c2C)cc1	3.5	-7.4	-0.9	-8.0	0.3	0.3	0.3	-1.1	nt
Cc1ccc2c(c1)N(CC(=O)Nc1ccc3c(c1)OCCO3)C(=O)CO2	0.0	-6.7	1.1	-4.0	0.0	0.3	-5.0	0.3	nt
C=CCNC(=S)N/N=C/c1ccc(N(CC)Cc2ccccc2)cc1	1.3	7.7	-1.5	0.1	-1.6	0.1	13.6	-13.5	nt
Cc1cc(C)nc(NC(=NCCc2c[nH]c3ccccc23)NC(=O)Nc2ccc(Cl)c(Cl)c2)n1	-3.4	-4.6	-0.3	-2.9	-0.5	-1.6	4.2	1.1	-0.9
O=C(Nc1cccc(-c2cn3c(n2)SCC3)c1)c1ccc2c(c1)OCO2	-7.2	6.2	-1.6	-3.7	-5.7	-0.2	3.3	2.5	0.7
CCCNC(=O)C(Cc1ccc(I)cc1)NC(=O)c1ccc2ccccc2n1 (stereo not given)	-6.9	1.4	0.9	-0.2	-0.8	-0.7	-0.3	-2.2	1.2
Cc1cc(C)c(NC(=O)c2ccc[n+](Cc3ccc([N+](=O)[O-])cc3)c2)c(C)c1	-8.4	6.6	1.8	1.8	3.3	2.2	-19.6	1.1	nt
CC[N+](CC)(CC=C(C)C)CC(=O)OC	1.1	21.2	-0.1	1.3	-2.0	0.3	4.5	-1.4	-0.4
COc1ccc2oc3c(ccc[n+]3C)c(=O)c2c1	nt	10.6	-0.5	-8.9	-0.8	nt	3.6	0.8	-0.9

An excerpt of these results, with each value named:
CC[N+](CC)(CC=C(C)C)CC(=O)OC
  Yp Topo-I inh: 1.1
  CCHFV vOTU inh: 21.2
  BoNT A protease: -0.1
  Anthrax LF inh2: 1.3
  FadD28 binding: -2.0
  PfHsp40 yeast: 0.3
  PrPC surface inh: 4.5
  BoNT F protease: -1.4
  TcdB inh: -0.4

COc1ccc2oc3c(ccc[n+]3C)c(=O)c2c1
  Yp Topo-I inh: nt
  CCHFV vOTU inh: 10.6
  BoNT A protease: -0.5
  Anthrax LF inh2: -8.9
  FadD28 binding: -0.8
  PfHsp40 yeast: nt
  PrPC surface inh: 3.6
  BoNT F protease: 0.8
  TcdB inh: -0.9

(list continues)
SMILES	Yp Topo-I inh	CCHFV vOTU inh	BoNT A protease	Anthrax LF inh2	FadD28 binding	PfHsp40 yeast	PrPC surface inh	BoNT F protease	TcdB inh
c1ccc(-c2nnc3nc(N4CCCCC4)nc(N4CCCCC4)n23)cc1	11.9	5.7	-0.8	-3.7	-3.3	-1.7	-5.5	1.8	0.2
O=c1cc(N2CCc3ccccc3C2)[nH]c(=O)n1C1CCCCC1	-0.5	-1.5	-0.8	3.8	-4.5	0.2	-12.1	2.7	nt
Cc1ccnc2nc(C(=O)OC(C)C(=O)NCc3ccccc3)nn12 (stereo not given)	-5.9	-8.7	-0.6	-4.3	-0.7	6.4	6.8	-3.1	-1.1
CC(C)C1(C(C)C)OC(=O)c2ccccc21	0.3	-1.4	-0.3	-8.0	-0.1	0.8	5.6	-6.8	nt
COCc1cc(=O)[nH]c(/N=C(\N)Nc2ccc(Oc3ccccc3)cc2)n1	6.0	-3.8	0.2	-9.1	-1.3	0.3&0.7	-1.5	-2.4	nt
COc1cnn(-c2ccc(C)cc2)c(=O)c1Br	5.8	-11.1	-0.2	-0.8	-5.0	-0.6	1.2	4.7	1.2
COc1ccc(OC)c(NC(=O)CCCN2C(=S)NC(C)(C)CC2C)c1 (stereo not given)	-10.4	-6.0	0.1	-0.5	-1.8	-1.2	-0.7	-6.0	0.9
Cc1ccc(-c2onc(C)c2C)cc1S(=O)(=O)N1CC(C)Oc2ccccc21 (stereo not given)	32.9	10.5	-0.3	0.6	-3.7	3.8	-0.6	8.4	0.8
CCOc1cc(-c2n[nH]c(=S)n2Cc2ccccc2)ccc1OC(F)F	4.6	12.5	2.2	2.8	-3.5	0.8	3.0	-3.6	-0.5
CCN(CC)C(=O)CSc1nnc(CSc2ncccn2)n1C	1.4	6.0	-0.6	-1.5	-3.8	0.9	-1.6	-6.7	1.1
COc1ccc(Cl)cc1C(=O)Nc1ccc(N(C)C(C)=O)cc1	-1.1	13.8	0.2	-0.8	-0.4	1.3	-8.5	-4.4	nt
O=C1/C(=C/c2ccc([N+](=O)[O-])cc2)C=C(c2ccccc2)N1c1ccc(O)cc1	-12.1	-0.7	0.9	-14.1	-1.4	1.0	7.8	-3.7	0.2
O=C1OCC2=C1C(c1ccc(F)cc1)CC(=O)N2c1ccccc1 (stereo not given)	-3.2	nt	-0.7	-0.3	0.7	-2.1	nt	-2.8	nt
Cc1noc(C)c1S(=O)(=O)Nc1ccc2c(c1)C(=O)N([C@H](C)CO)C[C@H](C)[C@@H](CN(C)C(=O)NC1CCCCC1)O2	8.0	-10.6	0.1	-0.4	-0.8	-0.6	-9.2	1.6	-3.0&2.1
CC(=O)Nc1cccc(NC(=O)CSc2ccc(-c3ccccn3)nn2)c1	1.9	-6.0	-2.0	-2.9	0.1	438.4*	0.2	-1.6	0.4
C=CCOC(=O)C1=C[C@H](c2cn(C(C)=O)c3ccccc23)C[C@H](OCc2ccc(CO)cc2)O1	-6.1	6.8	0.1	-9.2	-4.0	-0.8	-1.3	1.0	-4.1&1.0
O=C(NCCN1CCOCC1)C1CCC(=O)N1Cc1ccc(F)cc1 (stereo not given)	-3.4	-16.8	-1.4	-0.5	-2.7	-1.2	-4.4	-3.8	nt
O=C(Nc1cccc2cccnc12)c1ccc2sc([C@@H]3O[C@H](CO)[C@H](O)[C@H](O)[C@H]3O)nc2c1	-0.1	0.8	-0.4	-0.2	-3.3	nt	5.2	-5.2	1.5
CC(=O)Nc1ccc(NC(=O)Cn2nc(C(=O)Nc3ccc(C)cc3)ccc2=O)cc1	-1.8	-2.5	-0.4	-0.7	-3.8	-0.2	-5.2	-6.1	1.6
O=C(COc1ccccc1)Nc1ccccc1NS(=O)(=O)c1cccs1	1.5	-4.0	-0.4	2.9	-0.3	-1.1	-2.0	-0.5	0.2
CS(=O)(=O)NC1c2cccc3cccc(c23)C1Sc1nncn1/N=C/c1ccco1 (stereo not given)	1.8	12.9	-0.5	-6.4	-2.9	-0.9	-9.4	-20.3	nt
CCOC(=O)c1c(CSCc2ccccc2)oc2ccc(O)c(CN(C)C)c12	5.8	11.6	-0.5	-4.0	-2.8	17.2	-15.2	-13.3	6.7
COCCN1C(=O)C(CC(=O)Nc2ccc(C(C)=O)cc2)SC1=Nc1ccccc1 (stereo not given)	2.8&14.2	7.9&7.9	0.7&0.3	4.1&-0.1	-1.1&-1.7	0.2&-0.7	6.5&-3.7	-0.2&6.0	5.0
CS(=O)(=O)N1CCC(C(=O)Nc2ccc3c(c2)OCO3)CC1	3.3	-6.5	-0.5	0.6	-3.2	-0.1	2.1	-8.0	nt
Cc1ccc2c(c1)C(=O)CC1(CCCCCC1)O2	2.9	0.2	0.0	-4.3	-0.9	-0.1	2.4	-5.9	-1.0
More records:
SMILES	Yp Topo-I inh	CCHFV vOTU inh	BoNT A protease	Anthrax LF inh2	FadD28 binding	PfHsp40 yeast	PrPC surface inh	BoNT F protease	TcdB inh
O=C(NCc1ccccc1)C(c1ccccn1)N(C(=O)c1csnn1)c1ccccc1F (stereo not given)	8.4	2.9	-2.5	5.0	-2.9	0.7	4.4	14.3	1.6
Cc1cc(C)cc(NC(=O)c2ccccc2NC(=O)CCC(=O)O)c1	0.9	-3.1	-0.6	0.4	-1.0	-1.1	-3.2	2.5	0.3
COc1ccc(CC(=O)OCC(=O)Nc2cc(Cl)ccc2C)cc1	5.0	3.8	-0.2	-13.7	-2.3	0.0	7.8	-17.0	2.2
CCOCC(=O)Nc1ccc(C)c(Cl)c1	-9.5	1.1	-2.3	-1.8	-0.7	-0.8	0.0	-39.9	nt
CCOC(=O)Cc1csc(NC(=O)CSc2nc(-c3ccccc3)c(C#N)c(=O)[nH]2)n1	7.0	4.4	-0.1	4.5	-2.7	4.3	7.4	1.1	-6.1
COc1ccc(S(=O)(=O)N2CCC(n3cnc4cc(C(F)(F)F)ccc43)CC2)cc1	17.8	-13.8	-1.0	-8.3	-4.8	-0.5	-10.6	-5.6	nt
CS(=O)(=O)Nc1ccccc1C(=O)N1CCOCC1	0.1	2.6	-1.7	-4.1	-2.0	-1.7	34.3*	0.8	nt
COc1ccc(CC2(CO)CCN(Cc3ccc4c(c3)CCO4)CC2)cc1	16.3	-8.4	0.9	0.0	-2.8	-0.4	-6.0	-1.3	0.2
COCCNC(=O)C(c1c[nH]c2ccccc12)N(C(=O)c1snc(C(N)=O)c1N)c1cccc(OC)c1 (stereo not given)	14.7	-6.7	-0.3	-0.5	-5.0	-0.3	-0.7	-2.8	-0.3
Cc1nc(-c2ccccc2)cc(=O)[nH]1	8.5	-12.3	-0.2	-8.4	-1.0	-0.2	7.3	4.8	nt
CS(=O)(=O)Nc1ccccc1C(=O)Nc1cc(Cl)cc(Cl)c1	0.8	-5.1	-1.5	-1.7	-1.3	0.9	-4.0	-2.9	nt
COCCN1CSC(=S)N(Cc2ccco2)C1	-2.4	-1.9	4.2	0.5	-0.6	0.6	-1.1	5.8	nt
COc1ccc(CC(=O)Nc2ccc(S(=O)(=O)Nc3cc(OC)nc(OC)n3)cc2)cc1	0.1	7.1	-2.6	14.0	-3.0	1.3	-1.8	-18.9	3.1
